Compound activity: PubChem BioAssay, NMMLSC
T cell HTS: T cell immune modulators affecting CD8 T cell-vesicle binding | 2C CD8+ T cell-vesicle binding, flow cytometry; stronger effect = lower value | calls only at 7 µM | actives 0.068% (n = 330,000);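 active = response, share of CD8 T cells binding vesicles, and their 90th percentile fluorescence all below set limits, cut at about 80% in these data, passing the limit was not always enough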
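incubation = binding step 1.5 h, 37 °C, antibody labelling 20 min, ice | test system = 2C mouse CD8+ T cells | read-out basis = percent CD8+ FL2 mean versus row control | controls = Peptide-free naked vesicles (low) and QL9 vesicles with 0.7% DMSO vehicle (high) | detection = flow cytometry of vesicle-bound cells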
Myeloid diff 2: compounds promoting myeloid differentiation. ER-HoxA9 myeloid progenitors, lysozyme-GFP differentiation, flow cytometry. calls only at 10 µM. actives 1% (n = 360,000). AID 624256;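 active = normalized GFP-positive differentiation at or above the plate's own cutoff, the solvent-only control mean plus 3 SD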;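 note: cells exposed to compound for four days before flow analysis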
T cell HTS vesicle-bound %: second read-out of T cell HTS, no call of its own (marks repeat the call); double positive events, %; measured here: CD8+ vesicle-bound cell fraction;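 binding gate set so that unloaded-vesicle control wells show 10% double positive cells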
Myeloid diff 2 GFP+ MAC1+ %: second read-out of Myeloid diff 2, no call of its own (marks repeat the call); GFP+ MAC1+ double positive, %; measured here: differentiation confirmed by MAC1 staining
Active calls of the source: *; i = inactive; + = active, no number. An excerpt; count on the stated rates, not on these rows.

SMILES	T cell HTS	T cell HTS vesicle-bound %	Myeloid diff 2	Myeloid diff 2 GFP+ MAC1+ %
CCCN(CC(=O)Nc1ccccc1OC)C(=O)c1ccc2c(c1)NC(=O)C(C)S2 (configuration not stated)	i	38.4	i	0.8
Cc1ccc(C2=N/C(=C\c3ccc(F)cc3)C(=O)N2)cc1	i	40.6	i	0.2
O=C(COc1ccccc1)NCC(=O)N1CCCCCC1	i	32.1	i	0.7
O=C(CCOc1ccccc1)NNC(=O)c1ccccc1	i	36.0	i	1.3
Cc1noc(C)c1CSCC(=O)Oc1ccc(N(C)S(=O)(=O)c2ccc(Cl)cc2)cc1	i	21.0	i	0.9
COc1ccccc1C(CNC(=O)c1ccc(C)c(S(=O)(=O)N2CCCCC2)c1)N(C)C (configuration not stated)	i	36.9	i	0.4
Cc1ccc(C(=O)OCC(=O)NNC(=O)COc2ccc(Cl)cc2)c(O)c1	i	32.1	i	0.8
COc1cc(C=O)ccc1OC(=O)Nc1ccccc1	i	48.7	i	0.3
Cc1ccc(NC(=O)CSCC(=O)Nc2ccccc2N2CCCC2)cc1	i	30.3	i	0.8
CC1(C(=O)OCC(=O)NC(=O)c2ccccc2)CC1(Cl)Cl (configuration not stated)	i	18.8	i	0.2
COc1cc(C(=O)OCC(=O)NC2CCCCC2)cc2c1OCCO2	i	33.1	+	3.2*
Cc1ccc(NC(=O)CN(C)C(=O)COc2cccc3ccc(C)nc23)cc1	i	21.4	i	1.2
C#CCOCCOCCOCCNc1nc(N2CCOCC2)nc(N2CCN(C(=O)CCCCCCCCCCNC(=O)[C@@H](CCSC)n3cc(CCO)nn3)CC2)n1	i	24.2	i	2.5
CCc1cc(Cn2nc(-c3ccccc3)cc2C(=O)NCC2CC2)on1	i	24.4	i	1.2
Cc1c(C(=O)N2CCN(S(=O)(=O)c3ccc(F)cc3)CC2)oc2ccccc12	i	28.1	i	0.5
CN(Cc1nc2ccccc2c(=O)[nH]1)C(=O)c1cccc(S(=O)(=O)N2CCCC2)c1	i	48.6	i	1.0
CC(Sc1nnc(-c2ccco2)n1C)C(=O)NC1CCCC1 (configuration not stated)	i	27.3	i	0.3
COc1ccc2sc(-c3ccc(S(C)(=O)=O)cc3)c(-c3ccc(C(N)=O)cc3)c2c1	i	9.8	i	1.8
COc1ccc(NS(=O)(=O)c2cccc(C(=O)NCC3(N(C)C)CCCCC3)c2)cc1	i	22.6	i	0.5
CCCn1nc(C(=O)Nc2cc(S(=O)(=O)Nc3ccc(OC)cc3)ccc2O)c2ccccc2c1=O	i	39.7	i	1.0
Cc1ccc(NC(=O)COC(=O)c2cc(=O)c3ccccc3o2)c(Br)c1	i	5.7	i	1.6
COc1ccc(C(CNC(=O)CNC(=O)c2ccccc2Cl)N2CCCC2)cc1 (configuration not stated)	i	34.0	i	0.9
Cc1ccc(C(=O)OCC(=O)Nc2ccc3c(c2)OCO3)c(O)c1	i	12.5	i	0.3
O=C(C[C@H]1C/C=C\CC[C@H](Cc2ccc(F)cc2)C(=O)OC[C@H]2CCCN2C1=O)NCCO	i	9.4	i	1.9
Cc1csc(SC(C)C(=O)Nc2ccccc2C)n1 (configuration not stated)	i	9.5	i	0.4
O=S(=O)(c1ccc2c(c1)CCN2)N1CCOCC1	i	53.8	i	0.2
COc1cc2c(cc1OC)C(c1ccc(Br)cc1)NCC2 (configuration not stated)	i	16.7	i	1.1
CCOC(=O)c1cc(C(C)C)sc1NC(=O)COC(=O)c1nccnc1N	i	7.0	i	1.4
CSc1ncccc1C(=O)OCC(=O)Nc1ccc(Cl)cn1	i	34.7	i	0.5
COc1ccc(S(=O)(=O)N2CCCCC2)cc1NC(=O)C1CC(=O)N(Cc2ccco2)C1 (configuration not stated)	i	42.2	i	1.0
CCC(CO)Oc1cc(NCc2ccc(C(F)(F)F)cc2)c2ncn(C(C)C)c2c1 (configuration not stated)	i	14.7	i	1.2
COc1ccc(S(=O)(=O)Nc2cccc(-c3ccc4nncn4n3)c2)cc1	i	43.0	i	3.1
O=C(COC(=O)/C=C/c1ccc(F)cc1)NC1CC1	i	6.1	i	0.3
CSc1ccc(Cl)c(C(=O)N(C)CC(=O)Nc2ccc(N3CCOCC3)cc2)c1	i	55.5	i	0.6
CC(=O)N1CCN(S(=O)(=O)c2cccc(C(=O)OCC(=O)N(Cc3ccccc3)C(C)(C)C)c2)CC1	i	50.7	i	0.0
C=CCn1c(SCC(=O)NC2(C)CCS(=O)(=O)C2)nc2ccccc21 (configuration not stated)	i	25.6	i	0.3
COc1ccc(NC(=O)C2COc3ccccc3O2)cc1S(=O)(=O)N1CCOCC1 (configuration not stated)	i	40.4	i	1.0
CCC1(c2ccccc2)NC(=O)N(CC(=O)Nc2cccnc2Cl)C1=O (configuration not stated)	i	32.2	i	0.3
COc1ccc2oc(C(=O)Nc3ccccc3N3CCOCC3)c(C)c2c1	i	56.1	i	1.6
CCOc1ccc(NS(=O)(=O)c2ccc(C(=O)N3CCCC3)cc2)cc1	i	22.6	i	0.7
C=CCN1c2ccc(Br)cc2C(=O)CS1(=O)=O	i	25.7	i	0.8
O=C(NNC(=O)c1cc(Br)c(Br)s1)c1ccncc1	i	41.6	i	0.3
Cc1cccc2sc(N(CCCN3CCOCC3)C(=O)CS(=O)(=O)c3ccc(F)cc3)nc12	i	38.8	i	1.5
O=C1C=C(c2cc(C(F)(F)F)cc(C(F)(F)F)c2)C[C@@H](c2ccc(Cl)cc2)C1	i	17.0	i	1.4
COc1ccc(C(C#N)CCC2OCCO2)cc1OC (configuration not stated)	i	32.5	i	1.5

Single records, from the list above. Order of values: T cell HTS | T cell HTS vesicle-bound % | Myeloid diff 2 | Myeloid diff 2 GFP+ MAC1+ %
Record of CC(=O)N1CCN(S(=O)(=O)c2cccc(C(=O)OCC(=O)N(Cc3ccccc3)C(C)(C)C)c2)CC1 = i | 50.7 | i | 0.0
Record of Cc1cccc2sc(N(CCCN3CCOCC3)C(=O)CS(=O)(=O)c3ccc(F)cc3)nc12 = i | 38.8 | i | 1.5
Record of O=C(NNC(=O)c1cc(Br)c(Br)s1)c1ccncc1 = i | 41.6 | i | 0.3
Record of O=C(COC(=O)/C=C/c1ccc(F)cc1)NC1CC1 = i | 6.1 | i | 0.3
Record of CCOc1ccc(NS(=O)(=O)c2ccc(C(=O)N3CCCC3)cc2)cc1 = i | 22.6 | i | 0.7

Next part.
SMILES	T cell HTS	T cell HTS vesicle-bound %	Myeloid diff 2	Myeloid diff 2 GFP+ MAC1+ %
CCCc1c(OCCCOc2ccc(OCC(=O)O)cc2)ccc(C(C)=O)c1O	i	18.0	i	3.1
Cc1cccc(NC(=O)CSc2nc(=O)n(CCCN3CCOCC3)c3c2CCCC3)c1	i	57.2	+	2.5*
COC(=O)c1ccn(CSc2cc(Cl)ccc2Cl)n1	i	20.1	i	0.1
Cc1sc2ncn(CC(=O)N(C)C3CCCCC3)c(=O)c2c1C	i	12.0	i	0.3
CCOc1ccc(Cc2nnc(SCC(=O)Nc3c(C)cccc3C)[nH]c2=O)cc1	i	48.1	i	2.5
O=C(c1ccc(Cl)s1)N1CCN(S(=O)(=O)c2ccc(Cl)cc2)CC1	i	16.7	i	0.8
COc1ccc(Cl)cc1NC(=O)CN(C)C(=O)Cn1[nH]c(=O)c2ccccc2c1=O	i	41.2	i	0.8
COc1ccc(NS(=O)(=O)c2cccc(C(=O)N(C)Cc3cccs3)c2)cc1	i	18.0	i	1.1
Nc1[nH]c(=O)nc(Nc2ccccc2)c1N=O	i	52.0	i	0.8
COc1ccc(OC)c(S(=O)(=O)N2CCN(C)CC2c2ccccc2)c1 (configuration not stated)	i	20.4	i	0.7
Cc1c(C(=O)Nc2ccc(S(=O)(=O)Nc3ncccn3)cc2)oc2ccccc12	i	37.1	i	0.5
COc1ccc(NC(=O)CN2CCCCC2)cc1S(=O)(=O)N1CCCCC1	i	51.1	i	1.9
CCc1ccccc1NC(=O)CN(C)C(=O)c1cc(C2CC2)nc2c1cnn2C(C)C	i	29.5	i	0.4
Cc1[nH]c2ccccc2c1C(=O)C(=O)NC1CC(=O)N(c2ccc(F)cc2)C1 (configuration not stated)	i	21.7	i	0.9
COc1cc(/C=N/NC(=O)c2cc(-c3ccccc3C)nc3ccccc23)cc(OC)c1O	i	37.7	i	0.9
CN(CC(=O)Nc1ccc(F)c(F)c1F)C(=O)C1=NN(c2ccccc2)C(=O)CC1	i	30.4	i	0.3
CCN(CC(=O)Nc1ccc(NC(C)=O)cc1)C(=O)c1c(C)nn(-c2ccc(F)cc2)c1Cl	i	5.2	i	0.5
CC(Sc1ncccn1)C(=O)NC1(C#N)CCCCC1 (configuration not stated)	i	39.8	i	0.9
COc1ccc(OC)c(NC(=O)COC(=O)CC2CCCCC2)c1	i	30.6	i	0.6
C[C@H](CO)N1C[C@H](C)[C@@H](CN(C)S(=O)(=O)c2cccs2)Oc2ccc(NC(=O)Cn3cnnn3)cc2C1=O	i	27.9	i	1.3
COc1ccccc1NS(=O)(=O)c1cc(C(=O)N2CCCCCC2)ccc1C	i	43.4	i	0.2
OC[C@@H](O)[C@@H](O)[C@H](O)[C@@H](O)CO	i	55.6	i	2.5
N#CCCN(Cc1cccnc1)C(=S)NC(=O)c1ccccc1	i	56.5	i	1.5
CC(OC(=O)[C@H](C)NC(=O)c1ccccc1Cl)C(=O)NCc1ccc2c(c1)OCO2 (some centres not stated)	i	35.1	i	1.6
COc1nc(-c2ccccc2)nc(-c2ccccc2)c1C	i	25.4	i	0.2
CSCCC(NC(=O)c1ccco1)C(=O)NCC1CCCO1 (configuration not stated)	i	20.8	i	0.4
CCN1CCN(c2ccc(S(=O)(=O)N3CCCCC3)cc2NC(=O)CC(C)c2ccccc2)CC1 (configuration not stated)	i	27.5	i	0.4
CC1CCCN(C(=O)COC(=O)C2CCN(S(=O)(=O)c3c(Cl)cccc3Cl)CC2)C1 (configuration not stated)	i	33.3	i	0.5
Cc1c(Cl)cccc1NC(=O)COC(=O)C12CC3CC(CC(O)(C3)C1)C2	i	51.1	i	0.3
O=C(c1cccc(S(=O)(=O)N2CCCC2)c1)N1CCN(Cc2ccccc2)CC1	i	44.0	i	1.1

Results in Myeloid diff 2, T cell HTS vesicle-bound % and T cell HTS, for two of the compounds above:
| structure | Myeloid diff 2 | T cell HTS vesicle-bound % | T cell HTS |
| --- | --- | --- | --- |
| Cc1c(Cl)cccc1NC(=O)COC(=O)C12CC3CC(CC(O)(C3)C1)C2 | i | 51.1 | i |
| O=C(c1cccc(S(=O)(=O)N2CCCC2)c1)N1CCN(Cc2ccccc2)CC1 | i | 44.0 | i |

Next entries:
SMILES	T cell HTS	T cell HTS vesicle-bound %	Myeloid diff 2	Myeloid diff 2 GFP+ MAC1+ %
Cc1ccc(S(=O)(=O)N2CCOCC2)cc1C(=O)OCC(=O)NCCc1ccc(F)cc1	i	21.5	i	1.0
Cc1c(C(=O)Nc2ccccn2)oc2c(Cl)cccc12	i	15.1	i	1.4
CS(=O)(=O)c1ccc(Cl)c(NC(=O)C2CC(=O)N(Cc3ccco3)C2)c1 (configuration not stated)	i	25.2	i	0.7
CCCCCCCC(=O)Nc1cc(C(=O)NCc2ccc(C)cc2)ccc1N1CCC2(CC1)CC(c1cccc(Br)c1)=NO2	i	26.2	i	2.4
Cc1cc(C(=O)NNC(=O)c2ccc(Cl)cc2)c2ccccc2n1	i	38.4	i	1.2
COc1ccc(-c2cc(C(=O)NNC(=O)c3csc(N4CCOCC4)n3)c3ccccc3n2)cc1OC	i	21.5	i	0.7
CC(OC(=O)c1ccccn1)C(=O)Nc1nc(-c2ccc(F)c(F)c2)cs1 (configuration not stated)	i	36.1	i	1.2
O=C(CC1CCCC1)NNC(=O)c1ccc(Br)cc1	i	34.2	i	0.8
CN(CC(=O)Nc1ccccc1Cl)C(=O)COC(=O)CSc1ccc(F)cc1	i	37.5	i	1.1
Cc1ccc(S(=O)(=O)Nc2ccc(-n3c(C)nc4ccccc4c3=O)cc2)cc1	i	30.5	i	0.9
Cc1cccc(NS(=O)(=O)c2ccc(C)c(C(=O)NCc3cccnc3)c2)c1	i	35.2	i	0.8
CC[C@@]1(C(=O)OC)N[C@H](CN(C)C(=O)Nc2ccc(C)cc2)[C@@H]2C(=O)N(C)C(=O)[C@@H]21	i	25.3	i	1.8
Cc1cccc(CCN2CCN=C2N(C)C)c1	i	32.8	i	1.7
Cc1ccc(NS(=O)(=O)c2ccc(C(=O)N3CCCCCC3)cc2)cc1	i	47.9	i	0.6
Cc1cc(C(=O)OCC(=O)N(CC(C)C)c2c(N)n(Cc3ccccc3)c(=O)[nH]c2=O)c(C)o1	i	41.8	i	0.8
C[C@H]1CN([C@@H](C)CO)C(=O)c2cccc(NC(=O)C3CC3)c2O[C@H]1CN(C)S(=O)(=O)c1ccccc1	i	25.1	i	0.9
O=C(C[C@H]1C/C=C\C[C@@H](Cc2ccc(F)cc2)C(=O)OC[C@H]2CCCN2C1=O)N[C@@H](CO)Cc1ccccc1	i	19.8	i	0.8
CC1(C2CC2)NC(=O)N(CC(=O)NCc2ccc(Cl)cc2Cl)C1=O (configuration not stated)	i	44.1	i	0.9
CCc1cc(C(=O)N2CCN(c3ncccn3)CC2)sc1C	i	56.0	i	1.3
COc1ccc(C(=O)NCC(c2ccccc2)N2CCCC2)cc1S(=O)(=O)N1CCOCC1 (configuration not stated)	i	38.9	i	0.9
O=C(COC(=O)CCc1ccccc1)NNC(=O)c1ccccc1	i	38.4	i	0.6
O=C(CC1OC(=O)c2ccccc21)NCC1COc2ccccc2O1 (configuration not stated)	i	21.1	i	0.6
